FLuc modulator: firefly luciferase modulation, counter-screen for miR-21 project; purified FLuc, Km substrates, luminescence inhibition; Potency, µM (series often up to 57.5 µM), without a hit: at the highest dose activity change, negative = inhibition, hits mostly inhibitors; hit rate 6.9% among 360,000;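 also: plate controls were vehicle for no effect and reference inhibitor for full effect; nearly all actives have a fitted effect of over 55% in size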
Target sequence (P08659 whole entry, looked up): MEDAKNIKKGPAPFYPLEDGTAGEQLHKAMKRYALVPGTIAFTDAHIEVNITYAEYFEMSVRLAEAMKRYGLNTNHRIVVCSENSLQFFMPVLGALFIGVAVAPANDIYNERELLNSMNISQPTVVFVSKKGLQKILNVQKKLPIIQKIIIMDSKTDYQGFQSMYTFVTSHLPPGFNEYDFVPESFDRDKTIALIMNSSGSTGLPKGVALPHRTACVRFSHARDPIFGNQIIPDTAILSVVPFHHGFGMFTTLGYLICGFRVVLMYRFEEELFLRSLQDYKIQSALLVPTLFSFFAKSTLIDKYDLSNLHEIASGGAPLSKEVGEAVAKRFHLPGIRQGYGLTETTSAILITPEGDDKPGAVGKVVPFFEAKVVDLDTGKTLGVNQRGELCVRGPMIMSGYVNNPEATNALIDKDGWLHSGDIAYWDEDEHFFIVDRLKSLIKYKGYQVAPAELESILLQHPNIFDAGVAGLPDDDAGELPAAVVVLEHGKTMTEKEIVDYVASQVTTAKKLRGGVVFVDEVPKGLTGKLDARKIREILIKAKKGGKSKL
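Purified P. pyralis luciferase (10nM final) with 10uM D-luciferin and 10uM ATP (Km levels) in 50mM Tris acetate pH 7.5, 10mM Mg acetate, 0.01% Tween-20, 0.05% BSA; qHTS 6-point titration, ~60 µM downward; luminescence read.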
Rab9 promoter act: activates the Rab9 promoter. Potency, µM (top dose mostly 9.22 µM), inactives show at the highest dose activation, negative = inhibition, usual class: activators. Huh7 Rab9 promoter-luciferase reporter, luminescence, 24 h. hit rate 2.8% among 320,000; also: % of control where 0% means no effect; nearly all actives have a fitted effect of over 60% in size
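Cells were plated at 1500 per well in reduced-serum medium with 10% FBS and left 2 h. Compound in DMSO was then added for 24 h at 37 °C. Reporter signal was read by luminescence after 10 min with luciferase detection reagent.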
BRCA1 expr act: increases BRCA1 expression; MCF7-BRCA1-FFLuc reporter, luminescence, 48 h; response scale: scaled: vehicle 0%, 10 µM genistein 100%; Potency, µM (doses to about 46.1 µM), for inactives: at the top dose activation, actives largely listed as activators; hit rate 1.1% among 380,000; AID 624202; also: nearly all actives have a fitted effect of over 80% in size; some results filed as inactive show a strong effect at the top dose
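First, MCF7-BRCA1-FFLuc cells (2000/well) attach for 2 h; next, compounds are pin-added and incubated 48 h at 37 °C; finally, luciferase reagent is added and luminescence read after 15 min.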
CXXC DNA block: inhibitors of human MLL CXXC domain-DNA interaction. Potency, µM (top dose mostly 115 µM), without a hit: top-dose activity change, negative = inhibition, most hits filed as inhibitors. MLL-CXXC / FITC-HOXA9 DNA fluorescence polarization. Q03164. hit rate 0.037% among 290,000; active = well fitted inhibition curve with a large enough effect in the polarisation, with a control signal flat, not every such curve was filed as active; inconclusive = small, poorly fitted or top-dose-only effect, or effect the other way, or a change in a side signal; inactive = no such curve, though single readings can be large or run the other way; the % refers to the polarisation
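Steps: dispense CXXC domain solution (7 uM) → pin compounds or unlabeled HOX-A9 DNA control → 5 min ambient → add FLSN-HOX-A9 solution (50 nM) → spin → 30 min ambient → fluorescence polarization. Tris pH 7.5/NaCl/DTT/BSA buffer.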
ELG1 genotoxic: induces genotoxicity in HEK293T cells with luciferase-tagged ELG1. HEK293T ELG1-luciferase reporter, luminescence, 16 h. Potency, µM (series often up to 46 µM), for the others: top-dose activity change, positive = activation, most hits filed as activators. hit rate 1.3% among 330,000. AID 504466; also: % of control where 0% means no effect; nearly all actives have a fitted effect of over 60% in size
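Genotoxicity was scored as increased ELG1-luciferase reporter signal, measured by ONE-Glo luminescence (30 min, room temperature). Compound or vehicle exposure of the HEK293T reporter cells lasted 16 hr at 37°C.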
NPC1 prom act: NPC1 promoter activation; Huh7 NPC1 promoter luciferase reporter, 24 h; Potency, µM (doses to about 9.22 µM), for inactives: at the top dose activation, usual class: activators; hit rate 2.4% among 320,000;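 also: % of control where 0% means no effect; nearly all actives have a fitted effect of over 60% in size; reporter is driven by a mutant NPC1 promoter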
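Luminescence from an NPC1 promoter-driven luciferase reporter in stably transfected Huh7 cells was measured after 24 h compound treatment at 37 °C, followed by 10 min ambient incubation with luciferase detection reagent.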
uPA generation: blocks generation of uPA at the cell surface. cell surface uPA generation assay, qHTS. Potency, µM (titrated, usually from 38.3 µM), for the others: at the highest dose activity change, negative = inhibition, hits mostly inhibitors. hit rate 0.31% among 330,000. AID 540303; active = well fitted inhibition curve with a large enough effect; inconclusive = small, poorly fitted or top-dose-only effect; inactive = no such curve, though single readings can be large or run the other way; tested in mouse RAW 264.7 cells; also: % is scaled to controls: 0 for no effect and ±100 for the full control effect; nearly all actives have a fitted effect of over 55% in size
p53 reactivation: re-activators of mutant p53; Potency, µM (highest dose often 92.2 µM), inactives show at the top dose activity change, positive = activation, actives largely listed as activators; hit rate 0.063% among 320,000; H1299 p53-A138V BP100-luciferase reporter, luminescence, 24 h; AID 504706; also: % of control where 0% means no effect; nearly all actives have a fitted effect of over 45% in size
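H1299 (p53-null), stable ts p53-A138V + BP100-Luc; 1000 cells/well, Opti-MEM/10% FBS; cpd 4 pt, 1:5; 24 h, 37 deg C, 5% CO2; detection reagent 10 min RT; luminescence.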
RORg inh: ROR gamma (mouse) transcription inhibition. P51450. Drosophila S2 Gal4-RORgamma UAS-luciferase reporter, 20 h. Potency, µM (top dose mostly 53.6 µM), for the others: at the top dose activity change, negative = inhibition, most hits filed as inhibitors. hit rate 5.4% among 310,000; also: % is scaled to controls: 0 for no effect and ±100 for the full control effect; nearly all actives have a fitted effect of over 60% in size
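In this cell-based reporter format, copper sulfate (700 uM final) drives Gal4–ROR gamma fusion expression from a metallothionein promoter in Drosophila Schneider cells; compounds preincubated 1 hr, reporter read after 20 hr at ambient temperature.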
MBNL1 CUG block: blocks human MBNL1 binding to CUG repeat RNA. TR-FRET MBNL1-His/biotin-(CUG)12 binding, 665/545 ratio. hit rate 0.036% among 280,000. Potency, µM (series often up to 57.5 µM), for the others: top-dose activity change, negative = inhibition, most hits filed as inhibitors. Q9NR56; active = well fitted inhibition curve with a large enough effect in the signal ratio, with a control signal flat, not every such curve was filed as active; inconclusive = small, poorly fitted or top-dose-only effect, or effect the other way, or a change in a side signal; inactive = no such curve, though single readings can be large or run the other way; the % refers to the signal ratio; also: % is scaled to controls: 0 for no effect and ±100 for the full control effect
Target sequence (Q9NR56 whole entry, looked up): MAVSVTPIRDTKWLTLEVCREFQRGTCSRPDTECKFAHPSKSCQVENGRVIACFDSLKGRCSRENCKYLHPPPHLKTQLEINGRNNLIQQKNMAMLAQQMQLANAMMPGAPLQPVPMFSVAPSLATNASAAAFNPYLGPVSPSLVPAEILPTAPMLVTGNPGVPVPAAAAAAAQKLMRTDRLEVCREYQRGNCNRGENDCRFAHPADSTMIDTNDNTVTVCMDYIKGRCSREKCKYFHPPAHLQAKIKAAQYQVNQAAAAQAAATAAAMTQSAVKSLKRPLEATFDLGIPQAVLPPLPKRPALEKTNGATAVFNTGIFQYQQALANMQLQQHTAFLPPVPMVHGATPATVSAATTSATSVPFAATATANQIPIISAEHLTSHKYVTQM
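Ratiometric TR-FRET (665 over 545 nm, excitation 340 nm) tracks disruption of MBNL1-His/biotin-(CUG)12 complex after 60 min at room temperature, with compounds at 92 nM to 58 uM final.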
Gal4-VP16 FLuc: inhibits Gal4-VP16 luciferase reporter, ROR gamma counter-screen | Drosophila S2 Gal4-VP16 UAS-luciferase, luminescence, 20 h | Potency, µM (titrated, usually from 53.6 µM), for inactives: at the top dose activity, negative = inhibition, actives largely listed as inhibitors | hit rate 3.5% among 310,000 | AID 2546;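 also: Gal4-VP16 expression switched on by copper sulfate through the metallothionein promoter; % is scaled to controls: 0 for no effect and ±100 for the full control effect; nearly all actives have a fitted effect of over 50% in size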
* hit, by the source's call; u = inconclusive; x = not tested or not shown; [ ] = remark or other dose. Unless noted, calls follow the shape of the dose curve; as a rule, active = well fitted curve in the direction sought with a large enough effect; inconclusive = small, poorly fitted or top-dose-only effect, or another doubt; inactive = no such curve, though single readings can be large; an effect the other way counts as inactive or inconclusive. Potency is read from the fitted curve at half-maximal effect.

SMILES	FLuc modulator	Rab9 promoter act	BRCA1 expr act	CXXC DNA block	ELG1 genotoxic	NPC1 prom act	uPA generation	p53 reactivation	RORg inh	MBNL1 CUG block	Gal4-VP16 FLuc
Cc1ccc(S(=O)(=O)N2CCN(c3nc(CN4CCCC4)nc4sc(C)c(C)c34)CC2)cc1	-1.1%	-1.2%	-16.6%	x	-1.0%	-6.2%	u	-7.3%	x	x	x
CN(Cc1ccccc1)C(=O)c1cn(C)c2ccc(S(=O)(=O)N3CCCC3)cc2c1=O	0.1%	3.6%	-23.7%	0.9%	0.4%	-13.6%	1.0%	-1.1%	12.6%	-0.6%	0.0%
N#Cc1c(NC(=O)CSc2n[nH]c(Cc3ccccc3)n2)oc(-c2ccccc2)c1-c1ccccc1	8.5%	-6.6%	-8.3%	5.2%	-1.6%	-6.3%	6.4%	-2.5%	-1.5%	1.8%	3.5%
O=C(O)CN1CCN(Cc2ccc(Cl)cc2)C1=O	-1.9%	-7.9%	-10.5%	16.7%	0.0%	-4.1%	-1.4%	6.3%	-1.9%	-18.7%	-0.1%
Cc1cccc(C)c1NC(=O)C1(NC(=O)c2cnccn2)CCCCC1	-0.1%	-2.7%	36.5%	2.4%	-0.4%	-2.3%	-28.6%	1.2%	14.8%	-4.9%	-5.4%
C#CC(CC)(CC)NC(=O)c1cc(S(=O)(=O)N2CCCCC2)ccc1N1CCOCC1	-2.0%	-0.8%	-47.3%	x	2.1%	-0.8%	-1.8%	2.8%	x	x	x
Cc1ccc(C(=O)CSc2nnc(COc3ccccc3)o2)cc1	u	1.6%	5.5%	1.2%	-0.9%	-6.8%	0.6%	-4.2%	u	-3.0%	-11.3%
CCOC(=O)NN=C1CCC(c2ccccc2)CC1 (configuration not stated)	-13.2%	1.4%	-8.3%	-9.2%	1.6%	-5.8%	-3.2%	15.2%	1.3%	1.7%	9.4%
O=C(CCc1nc2ccccc2s1)OCC(=O)c1ccc[nH]1	u	2.4%	-4.3%	-5.9%	-3.5%	-11.4%	6.2%	-0.1%	-4.1%	-4.3%	3.0%
CC(NC(=O)C(=O)N1CCCCC1)C(c1cccs1)N1CCN(c2ccccc2)CC1 (configuration not stated)	2.0%	-1.0%	-16.0%	-8.6%	-1.6%	0.5%	0.1%	-0.5%	-8.3%	-9.8%	1.7%
NC(=O)C1(C(N)=O)OC1c1ccc(Cl)c(Cl)c1 (configuration not stated)	-0.8%	-2.4%	0.7%	0.7%	-1.8%	-2.8%	9.9%	-2.3%	-22.3%	2.4%	10.6%
COc1ccc(CCNC(=O)CC2SC(N)=NC2=O)cc1OC (configuration not stated)	3.8%	-4.8%	0.0%	3.2%	1.6%	-5.2%	5.8%	7.0%	-11.4%	-2.6%	-1.8%
Cc1[nH]nc(NNC(=O)c2ccccc2)c1[N+](=O)[O-]	2.7%	8.7%	4.3%	-6.4%	-0.1%	7.7%	1.0%	4.1%	-1.5%	-1.2%	-1.0%
O=C(NC(=S)Nc1ccc(N2CCOCC2)cc1)c1ccccc1	u	u	113.7%	-3.2%	12.3%	u	6.4%	15.9%	8.91µM*	-9.2%	u
CN(C)S(=O)(=O)c1ccc(NC(=O)c2cc(-c3cccs3)nc3ccccc23)cc1	-2.7%	-8.8%	-18.4%	-4.4%	-7.9%	-5.3%	-5.8%	-1.8%	-1.0%	56.0%[activator]	-3.2%
Clc1cccc(Cl)c1CSc1nnc(-c2sccc2-n2cccc2)o1	-5.9%	1.2%	-7.3%	-2.9%	-1.6%	0.6%	-4.5%	-5.1%	36.1%	2.9%	u
COc1cc(C(=O)OCC(=O)Nc2c(F)cccc2F)cc(OC)c1C	-2.6%	3.8%	-6.9%	-0.1%	4.8%	-5.4%	5.2%	-1.6%	8.4%	-1.4%	-1.8%
CC(C)N(Cc1nccn1C)C(=O)c1cc(COc2ccc3ncccc3c2)on1	-1.7%	-22.3%	-3.5%	-6.1%	-9.7%	-20.5%	2.9%	-1.1%	-66.5%	0.8%	u
CCOC(=O)CSc1nnc(Cc2ccccc2)n1-c1cccc(Cl)c1	-0.6%	5.9%	5.3%	-5.8%	-1.5%	-3.2%	-1.6%	3.5%	-1.2%	1.0%	-5.5%
NC(=O)[C@@H]1CCCN1Cc1nc(-c2ccccc2)no1	-0.7%	0.7%	-1.0%	-3.6%	1.7%	0.2%	1.3%	1.9%	8.9%	-9.1%	7.8%
O=C(Nc1ccc2nc3n(c(=O)c2c1)CCCC3)c1cccc([N+](=O)[O-])c1	-3.9%	21.9%	23.8%	-4.5%	2.4%	18.9%	11.2%	18.9%	34.5%	u	5.2%
COc1ccc(-c2nc(CS(=O)(=O)CC(=O)NCc3cccc(Br)c3)c(C)o2)cc1	2.0%	-0.2%	14.0%	x	-0.7%	-5.1%	13.2%	4.8%	-4.9%	-8.9%	-15.1%
Cc1nc(-c2ccc(S(=O)(=O)NCc3ccccn3)s2)cs1	1.0%	5.3%	3.0%	-6.1%	-3.0%	-3.4%	5.0%	6.3%	10µM*	20.5%	u
Cc1ccc(N(CC(=O)N2CCn3c2nc2ccccc23)S(=O)(=O)c2c(C)n[nH]c2C)cc1	1.4%	3.3%	-1.0%	-1.9%	0.0%	-2.0%	0.2%	10.6%	9.9%	-11.9%	-4.2%
CCOC(=O)CCCNC(=O)CCNC(=O)c1ccc(OCCC(C)C)cc1	0.1%	-1.8%	-9.4%	7.5%	0.0%	-0.2%	-2.8%	-2.3%	-3.9%	9.8%	18.9%
(listing goes on)
SMILES	FLuc modulator	Rab9 promoter act	BRCA1 expr act	CXXC DNA block	ELG1 genotoxic	NPC1 prom act	uPA generation	p53 reactivation	RORg inh	MBNL1 CUG block	Gal4-VP16 FLuc
CCOC(=O)c1c(C)[nH]c(C)c1S(=O)(=O)N1CCC(c2ccccc2)C1 (configuration not stated)	0.6%	-10.7%	12.1%	-2.3%	-3.0%	6.4%	-20.3%	-7.1%	15.5%	-5.6%	20.2%
Cc1cccnc1NC(=O)CCNC(=O)c1ccc(Br)cc1	-0.8%	-3.7%	7.3%	5.4%	2.7%	-0.6%	9.8%	-2.8%	3.5%	-1.9%	-0.1%
COc1ccccc1C(=O)Nc1ccnn1C1CCN(CC2CC=CCC2)CC1 (configuration not stated)	-2.0%	-14.9%	-2.7%	-1.7%	2.3%	0.4%	-2.2%	u	-1.1%	2.2%	-5.2%
Cc1ccc(C)c(/C(O)=C2\C(=O)C(=O)N(CCCn3ccnc3)C2c2ccncc2)c1 (configuration not stated)	4.4%	0.7%	5.6%	-7.0%	0.2%	1.0%	7.4%	7.8%	18.5%	7.6%	-21.3%
CCc1ccc(N(CC(=O)NC(C)(C)CC)C(=O)CCC(=O)Nc2nccs2)cc1	0.1%	7.3%	-38.5%	-2.2%	-3.9%	-0.2%	-4.1%	x	u	3.1%	-0.1%
CC1=NN(/C(=N\c2nnc(C)s2)Nc2ccccc2)[C@H](c2cccc3ccccc23)S1	-0.9%	0.4%	-32.0%	18.2%	-8.0%	-1.7%	-1.6%	9.3%	u	u	u
COc1ccccc1NC(=O)COC(=O)c1cnccn1	-1.7%	7.3%	13.5%	2.7%	1.0%	9.2%	8.7%	2.6%	-29.8%	4.0%	5.2%
COCCNC(=O)C(C)Oc1ccccc1 (configuration not stated)	-2.0%	-4.8%[1.84 µM]	-3.3%	19.2%	-3.3%	-7.3%	1.6%	8.7%	21.1%	-10.5%	-15.7%[10 µM]
Cc1ccc(NC2=NC3(CCCC3)N=C(N)N2)c(C)c1	0.5%	-11.6%	-28.7%	-7.5%	-3.4%	-20.5%	1.2%	-1.9%	-1.3%	3.0%	-1.0%
c1ccc(CNc2nc(N3CCOCC3)nc(N3CCOCC3)n2)cc1	-12.6%	-3.3%	3.1%	0.8%	-1.5%	-2.8%	11.8%	0.0%	24.1%	-5.6%	16.9%
COC(=O)c1ccccc1-n1cccc1C(=O)NP(=O)(N1CCOCC1)N1CCOCC1	12.3%	2.6%	-2.9%	-5.4%	-1.0%	2.0%	0.3%	5.4%	2.5%	-1.4%	-2.7%
CON/C=N/C(=S)Nc1ncc(C(F)(F)F)cc1Cl	5.8%	0.7%	20.5%	-9.0%	-15.2%	2.0%	-3.8%	-4.6%	0.562µM*	-6.5%	u
COc1ccc(CCNC(=O)/C=C/c2ccc3ccccc3n2)cc1OC	1.4%	-11.1%	-78.3%	18.6%	-13.8%	-7.0%	-16.4%	-8.4%	-44.3%	1.5%	-4.3%

The list is partial. The share of hits here may be higher or lower than overall.
